# Screening results from PubChem BioAssay.
# GLP1R inv ag = qHTS of GLP-1 Receptor Inverse Agonists (Inhibition Mode); HEK293 GLP-1R CRE-luciferase, luminescence, 24 h; GLP-1R form is constitutively active; Potency, µM (titrated, usually from 38.3 µM), for the others: top-dose activity change, negative = inhibition, actives largely listed as inhibitors; actives 1.6% (n = 410,000); note: potency is the fitted concentration of half-maximal effect; % is set by controls: 0 for no effect and ±100 for the full control effect; nearly all actives have a fitted effect of over 55% in size
# Target sequence (P43220 whole entry, looked up): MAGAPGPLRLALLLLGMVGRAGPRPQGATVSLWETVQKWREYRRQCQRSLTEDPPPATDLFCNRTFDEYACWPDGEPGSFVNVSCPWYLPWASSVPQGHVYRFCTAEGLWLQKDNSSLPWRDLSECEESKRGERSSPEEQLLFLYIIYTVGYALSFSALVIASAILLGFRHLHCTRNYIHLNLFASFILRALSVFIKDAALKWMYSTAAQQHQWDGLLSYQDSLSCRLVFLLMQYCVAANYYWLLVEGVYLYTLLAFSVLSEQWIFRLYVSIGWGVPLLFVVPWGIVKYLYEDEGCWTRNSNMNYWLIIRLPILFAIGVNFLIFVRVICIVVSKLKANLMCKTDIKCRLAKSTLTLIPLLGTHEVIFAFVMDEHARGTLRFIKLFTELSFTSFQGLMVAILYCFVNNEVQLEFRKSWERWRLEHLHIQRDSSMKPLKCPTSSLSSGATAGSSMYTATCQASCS
#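 Readout was luciferase luminescence, measured 12 min after detection reagent at room temperature. Beforehand, GLP-1R reporter HEK293 cells had sat 12 h, then received compounds for 24 hr at 37 deg C.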
# HEK293 tox = qHTS of GLP-1 Receptor Inverse Agonists: Cytotox Screen | AID 624418, 2012 | actives 0.13% (n = 410,000) | Potency, µM (top dose mostly 38.3 µM), inactives show top-dose activity change, negative = inhibition, most hits filed as inhibitors | HEK293 cAMP-luciferase reporter cells, luminescence, 24 h;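 note: loss of luciferase light is scored as toxicity; potency is the fitted concentration of half-maximal effect; % is set by controls: 0 for no effect and ±100 for the full control effect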
#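 Here, cytotoxicity is scored as loss of luminescence. The MLSMR collection was tested on cells seeded in medium containing 10% Nu serum, with a 24 hr compound exposure preceded by 12 hours of culture.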
# FUS yeast rescue = qHTS for Suppressors of FUS Proteinopathy: Primary screen using FUS-linked yeast assay; S. cerevisiae FUS-expressing, growth rescue, OD600, 24 h; AID 1347120, 2019; actives 0.24% (n = 390,000); Potency, µM (top dose mostly 76.6 µM), without a hit: top-dose growth rescue (activation), usual class: activators;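 note: potency is the fitted concentration of half-maximal effect; plate controls were DMSO vehicle for no effect and reference control for full effect; nearly all actives have a fitted effect of over 55% in size; some results filed as inactive show a strong effect at the top dose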
#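 Yeast FUS proteinopathy model; galactose-induced FUS (2%), starting OD 0.005. Cpds in dilution series, 24hr, 30C, 99% humidity. Abs 600 nm growth. Pos ctrl CP55940 (top 92uM final); neg ctrl DMSO.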
# aSyn rescue = qHTS of alpha-syn Inhibitors; Yeast expressing alpha-synuclein, growth rescue, BacTiter-Glo, 24 h; Potency, µM (doses to about 46.1 µM), for inactives: at the highest dose growth rescue (activation), most hits filed as activators; actives 0.14% (n = 370,000); note: potency is the fitted concentration of half-maximal effect; % of control where 0% means no effect; nearly all actives have a fitted effect of over 65% in size
#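 Readout is rescue of growth in alpha-synuclein-expressing yeast, so inhibitors of toxicity appear as activators. Growth after 24 hr at 30 deg C in galactose medium is quantified by luminescence.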
# TDP43 rescue = qHTS of TDP-43 Inhibitors; TDP-43 expressing yeast growth rescue, BacTiter-Glo, 24 h; actives 1.8% (n = 410,000); Potency, µM (doses to about 46.1 µM), inactives show top-dose growth rescue (activation), actives largely listed as activators; AID 652104, 2013; note: potency is the fitted concentration of half-maximal effect; % of control where 0% means no effect; nearly all actives have a fitted effect of over 50% in size
#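 Cell-based yeast growth screen: TDP-43 expression induced in galactose, inoculum OD600=0.02 after raffinose pregrowth to mid-log. Read-out BacTiter-Glo luminescence at 24 hr, 30 deg C; inhibition of toxicity seen as signal increase.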
# Mm-Cpn inhibitor = Inhibitors of TCP-1 ring complex (TRiC) of Methanococcus maripaludis (MmCpn): qHTS. AID 504842, 2011. actives 0.031% (n = 330,000). Chaperonin Mm-Cpn (Methanococcus maripaludis). purified Mm-Cpn ATPase, ADP Transcreener TR-FRET. Potency, µM (highest dose often 76.9 µM), for inactives: top-dose activity, negative = inhibition, most hits filed as inhibitors; note: potency is the fitted concentration of half-maximal effect; % is set by controls: 0 for no effect and ±100 for the full control effect; nearly all actives have a fitted effect of over 80% in size
#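 Inhibition of chaperonin ATP hydrolysis is measured as reduced ADP production, detected by competitive TR-FRET in which signal falls with ADP. Final enzyme 25 nM and ATP 10 uM, reacted 30 min at 37°C.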
# Akt phos inh = HTS Assay for Inhibitors of Akt Phophorylation: Primary Screen. Neuro2A IGF-stimulated pAkt S473 HTRF, 20 min; hits give low values. activity change, % for hits at 50 µM. actives 0.32% (n = 360,000); in the data active = activity change below about -80%; inconclusive = mostly about -51% to -80%; note: % is set by controls: 0 for no effect and ±100 for the full control effect
#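 Single-point screen (50 µM final compound) in Neuro2A cells stimulated 20 min with 6 nM IGF at 37 deg C. After lysis, Ser473-phosphorylated Akt read by HTRF (ex 330 nm, em 615/665 nm) as the 665/615 ratio.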
# PTHR1 agonist = qHTS for PTHR1 Agonists: Primary Screen; HEK293 GP2 PTHR1 cells, GloSensor cAMP luminescence, 1 h; Potency, µM (series often up to 115 µM), without a hit: at the highest dose activation, usual class: activators; AID 743266, 2014; Parathyroid hormone/parathyroid hormone-related peptide receptor (Homo sapiens), Q03431; actives 0.075% (n = 410,000); note: potency is the fitted concentration of half-maximal effect; nearly all actives have a fitted effect of over 55% in size; some results filed as inactive show a strong effect at the top dose; inactives centre near -15; many of its hits are not listed in these tables
# Target sequence (Q03431 whole entry, looked up): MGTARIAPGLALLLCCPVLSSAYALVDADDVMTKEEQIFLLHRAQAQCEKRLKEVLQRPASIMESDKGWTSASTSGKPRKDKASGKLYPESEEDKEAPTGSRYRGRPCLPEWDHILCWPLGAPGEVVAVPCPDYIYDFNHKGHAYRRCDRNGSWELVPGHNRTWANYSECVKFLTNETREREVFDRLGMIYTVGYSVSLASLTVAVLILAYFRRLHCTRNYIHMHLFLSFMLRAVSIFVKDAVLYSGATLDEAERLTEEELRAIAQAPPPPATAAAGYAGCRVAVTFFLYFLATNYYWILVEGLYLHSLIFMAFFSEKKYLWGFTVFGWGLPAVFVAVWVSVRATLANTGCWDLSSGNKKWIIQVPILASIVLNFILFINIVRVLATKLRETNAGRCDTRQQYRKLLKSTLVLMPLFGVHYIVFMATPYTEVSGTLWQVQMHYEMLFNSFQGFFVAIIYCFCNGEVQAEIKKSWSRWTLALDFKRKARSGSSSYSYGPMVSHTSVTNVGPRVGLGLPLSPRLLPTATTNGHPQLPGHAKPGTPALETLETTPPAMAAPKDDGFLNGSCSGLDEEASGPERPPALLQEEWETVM
#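 HEK-293-derived GP2 cells expressing PTHR1 and a GloSensor cAMP reporter, 3,000/well, plated overnight, given luciferin plus IBMX (each 0.5 mM as added) for 1 h at 37 °C, then compound for 1 h at 37 °C. Luminescence was read after 15 min at room temperature.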
# Abeta rescue = qHTS for compounds that reverse cellular toxicity of Amyloid beta (A-beta) peptide in yeast: Primary Screen; yeast expressing A-beta42, growth rescue, OD600, 48 h; response scale: 0% DMSO, 100% iron-clioquinol control; Potency, µM (titrated, usually from 46.1 µM), inactives show at the highest dose growth rescue, usual class: activators; actives 0.063% (n = 410,000); note: potency is the fitted concentration of half-maximal effect; nearly all actives have a fitted effect of over 55% in size
#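 Yeast A-beta toxicity model in growth medium with pinned compounds, 48 h at 30 C; growth read as absorbance at 600 nm. Normalized to FeCl3/clioquinol equimolar mix (positive) and DMSO (negative).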
# Starred values were filed as active, the others as inactive; i = inactive; u = inconclusive; x = not tested or not shown; [ ] = another dose, or the depositor's remark. Unless noted, calls come from the whole dose curve; as a rule, active = well fitted curve in the direction sought with a large enough effect; inconclusive = small, poorly fitted or top-dose-only effect, or another doubt; inactive = no such curve, though single readings can be large; an effect the other way counts as inactive or inconclusive. Only part of the results is shown; count on the stated rates, not on these rows.
SMILES,GLP1R inv ag,HEK293 tox,FUS yeast rescue,aSyn rescue,TDP43 rescue,Mm-Cpn inhibitor,Akt phos inh,PTHR1 agonist,Abeta rescue
COc1ccc(CN(C)C(=O)Cc2c[nH]c3ccccc23)c(OC)c1OC,-9%,7%,-2%,1%,-3%,-1%,i,-23%,-2%
O=C(Cn1ncc2ccsc2c1=O)N1CCN(c2ccc(Cl)cc2)CC1,-14%,-8%,10%,-8%,-5%,x,x,-27%,-12%
c1ccc(CCCc2nc(-c3cccnc3)no2)cc1,12%,2%,-11%,3%,8.9µM*,1%,i,i,8%
COc1cc2c(cc1NS(=O)(=O)c1cccc(C#N)c1)n(C)c(=O)n2C,12%,38%[activator],-7%,x,6%,x,x,-53%[inhibitor],-19%
COc1ccc2cc(C(=O)N3CCN(c4cccc(C)c4C)CC3)[nH]c2c1,-18%,5%,10%,8%,-6%,2%,i,-7%,11%
CC1=C(C#N)CCC(=O)N1Cc1c(F)cccc1Cl,-11%,-7%,6%,0%,0%,0%,i,2%,-21%
O=C(Nc1ccc(Cl)c(S(=O)(=O)N2CCOCC2)c1)c1ccncc1,6%,-3%,23%,-6%,-17%,1%,i,i,-31%[inhibitor]
CC1CCN(C(=O)COC(=O)c2ccc3c(c2)C(=O)N(Cc2ccco2)C3=O)CC1,32%[activator],0%,27%,-1%,-1%,2%,i,-33%[inhibitor],0%
COc1ccc(-c2nnc(SCC(=O)N/N=C/c3ccccc3C(=O)O)n2-c2ccccc2)cc1,6%,-4%,19%,-15%,-12%,3%,i,16%,-8%
C[C@@H]1CN(S(=O)C(C)(C)C)[C@@H](CCO)/C1=C\CCO (stereo partly drawn),6%,18%,-11%,-8%,0%,x,i,i,-5%
COc1ccc(/C=N/NC(=O)c2ccc(Cl)cc2)cc1COC(C)=O,u,-8%,11%,9%,28%,2%,i,-1%,18%
Cc1cc(C(=O)CSc2n[nH]c(N)n2)c(C)n1-c1cccc(F)c1,57%[activator],7%,24%,-5%,-7%,0%,i,-21%,6%

# Grouped by structure: the entries above with fluorine
SMILES,GLP1R inv ag,HEK293 tox,FUS yeast rescue,aSyn rescue,TDP43 rescue,Mm-Cpn inhibitor,Akt phos inh,PTHR1 agonist,Abeta rescue
CC1=C(C#N)CCC(=O)N1Cc1c(F)cccc1Cl,-11%,-7%,6%,0%,0%,0%,i,2%,-21%
Cc1cc(C(=O)CSc2n[nH]c(N)n2)c(C)n1-c1cccc(F)c1,57%[activator],7%,24%,-5%,-7%,0%,i,-21%,6%

# The listing continues:
SMILES,GLP1R inv ag,HEK293 tox,FUS yeast rescue,aSyn rescue,TDP43 rescue,Mm-Cpn inhibitor,Akt phos inh,PTHR1 agonist,Abeta rescue
COc1ccc(N(CC(=O)NC2CC3CCC2C3)S(=O)(=O)c2ccc(C)cc2)cc1OC (stereo not drawn),15%,-2%,18%,13%,-11%,1%,i,-10%,6%
Clc1ccc(-c2noc(/C=C/c3ccccc3)n2)cc1,15%,10%,27%,-4%,2%,0%,i,i,-3%
CCOCCCNC(=O)C(NC(=O)c1ccc(NC(C)=O)cc1)c1ccccc1 (stereo not drawn),0%,12%,4%,-3%,19%,1%,i,i,-9%
O=C(NCc1n[nH]c(=S)n1-c1ccc(Cl)c(Cl)c1)c1ccco1,10%,-2%,x,0%,-2%,1%,i,-9%,16%
Cc1ccc(-c2ccc(CN3C(CC(C)C)C(=O)N(Cc4cn(CCC5OCCO5)nn4)CCS3(=O)=O)cc2)cc1 (stereo not drawn),u,u,u,18%,35µM*,x,i,i,10%
C#CCOc1ccc2c3c(c(=O)oc2c1)CCCC3,7%,2%,9%,-1%,-15%[1.82 µM],-3%,i,i,-16%
Cc1ccc(CC(=O)NCCCn2ccnc2)cc1,15%,15%,-16%,-6%,-1%,1%,i,i,-12%
C#CCOCCOCCOCCNc1nc(N2CCN(C(=O)CCCCCCCCCCNC(=O)[C@H](CO)n3cc(CCCSC)nn3)CC2)nc(N2CCN(C(=O)CCCCCCCCCCNC(=O)[C@H](CO)n3cc(CCCSC)nn3)CC2)n1,19%,12%,41%,3%,2%,-6%,i,u,9%
COc1cc(NC(=O)C2C3CCC(O3)C2C(=O)O)cc(OC)c1 (stereo not drawn),-22%,-30%,46%,-1%,-17%,0%,i,i,1%
Cc1nc(CC(=O)Nc2nc(-c3ccccc3)cs2)cs1,2%,8%,9%,0%,28%,1%,i,-4%[57.5 µM],6%
Cc1ccc(OCCCC(=O)Nc2nccs2)cc1,12%,23%,15%,13%,-8%,-1%,i,-20%[57.5 µM],-16%
CCOC(=O)[C@H]1[C@H]2COc3ccccc3[C@@H]2N2C(=O)c3cc(F)c(F)cc3NC(=O)[C@@]12C,-11%,-5%,7%,0%,8%,1%,i,i,0%
O=C(NC1CCCCCC1)C1c2ccccc2C(=O)N1Cc1ccc(F)cc1 (stereo not drawn),13%,2%,-18%,x,16%,x,x,i,-5%
Cc1ccc(CN2CC(C(=O)OCc3ccccc3Cl)CC2=O)cc1 (stereo not drawn),5%,-4%,29%,13%,15%,0%,i,i,5%
CN(CC(=O)Nc1ccccc1F)S(=O)(=O)c1ccc2c(c1)c(=O)n(C)c(=O)n2C,-2%,2%,-33%,x,8%,x,x,-22%,-9%
CC(=O)Nc1ccc(S(=O)(=O)N2CCN(C(=O)N3CCOCC3)CC2)cc1,5%,-18%,-12%,5%,10%,0%,i,i,9%
O=C(N/N=C\c1ccc(Cl)cc1Cl)c1sccc1-n1cccc1,u,-9%,-1%,1%,14%,1%,i,-11%,-18%
O=C(Cc1cccc(NC(=O)C2CCN(C(=O)CCc3ccccc3)CC2)c1)Nc1cccc(C(=O)N2CCCCC2)c1,2%,7%,u,0%,-6%,x,i,-65%[inhibitor],-3%
Cc1ccc(-c2nc3c(Cl)cc(C(F)(F)F)cn3c2Cc2ccccc2)cc1,12%,2%,-3%,4%,4%,x,i,0%,-15%
COc1ccc(-c2c(=O)n(OC)c3ccccc3[n+]2[O-])cc1OC,178%[activator],10%,-14%,-2%,7%,-1%,i,-24%,-15%
NNC(=O)c1ccccc1OCCOc1ccccc1,-22%,-1%,16%,3%,15%,0%,i,-23%,10%
CC(C)c1ccccc1NC(=O)CSc1nnc(COc2ccccc2)o1,-14%,-1%,13%,x,u,x,x,-4%,13%
O=C(c1ccco1)N1CCN(C(=O)c2cn(-c3ccccc3)nc2-c2ccc(F)cc2)CC1,u,15%,35%,1%,-14%,2%,i,i,0%
COCCNC(=O)CSc1nc2ccccc2c2nc(C)nn12,57%[activator],-6%,4%,0%,-1%,-2%,i,i,13%
Cc1cccc(N(CC(=O)Nc2ccccc2F)S(C)(=O)=O)c1,10%,-4%,10%,6%,-2%,u,i,i,8%
O=C1N[C@@H](Cc2ccccc2)C(=O)N2[C@H]1C[C@]1(Br)c3ccccc3N(S(=O)(=O)c3ccccc3)[C@H]21,4%,-11%,18%,5%,7%,0%,i,-55%[inhibitor],-6%
Cc1ccc(NC(=O)c2ccco2)c(NC(=O)Cc2cccs2)c1,0%,0%,18%,2%,-21%,-8%,i,-20%[57.5 µM],3%
Fc1ccc(NC(=S)NC2CCN(Cc3ccccc3)CC2)cc1,u,-49%,4%,12%,11%,0%,i,-6%,4%
CC(=O)Nc1ccc(NC(=O)CN(c2ccc(C(C)C)cc2)S(=O)(=O)c2ccccc2)cc1,-8%,4%,-23%,4%,0%,2%,i,-13%,8%
CCCCOc1ccc(C(=O)N/C(=C/C=C/c2ccccc2)C(=O)O)cc1,u,-21%,-15%,3%,-6%,1%,i,i,-2%
Cc1ccc(C(=O)c2ccc(N3CCN(C)CC3)c([N+](=O)[O-])c2)cc1,u,-19%,-3%,-11%,-2%,0%,i,i,-14%
O=C(CN(Cc1ccccc1)S(=O)(=O)c1ccc(F)cc1)NCCC1=CCCCC1,-23%,-49%,3%,11%,u,-1%,i,-22%,8%
Cc1cc2nc(NC(=O)C3(C)CCN(C)C3)[nH]c2cc1C (stereo not drawn),u,1%,-14%,-3%,23%,x,i,-2%,-19%
O=C(CCC(=O)Nc1nnc(C2CCCCC2)s1)Nc1ccccc1,18%,-4%,15%,0%,7%,-3%,i,i,-12%
COc1ccc(C(=O)N2CCCC(C)(C(=O)NS(=O)(=O)C3CC3)C2)cc1 (stereo not drawn),1%,-5%,-12%,u,-6%,x,i,-10%,4%
S=C(N/N=C/c1ccc(Cl)c(Cl)c1)Nc1ccccc1Cl,1%[0.307 µM],-5%[0.307 µM],9%,18%,15%,1%,i,i,23%
Clc1ccc(OCc2nc3ccccc3n2Cc2ccccc2)c(Cl)c1,-16%,2%,11%,x,u,x,x,i,u
O=C(O)c1ccc(C(=O)C(=O)c2ccccc2)cc1,7%,-1%,-7%,0%,5%,2%,i,i,5%
COc1ccc(OCc2nc(C#N)c(NCCCn3ccnc3)o2)cc1,4%,-4%,12%,-5%,-21%,3%,i,-7%,-19%
O=C(CSc1ccc2nnc(-c3cccnc3)n2n1)N1CCOCC1,6%,-5%,-18%,1%,0%,0%,i,i,-10%
